Screens: PubChem, several laboratories
ERa coact pot = enhancers of ERα–SRC-1 coactivator binding, primary screen, biochemical, TR-FRET, ERα LBD, low estradiol | TR-FRET ERalpha-LBD/SRC-Cy5 coactivator binding, 2 h; 100 = basal binding, no effect | coactivator binding (% of control), % at 25.6 µM | 86,000 compounds, 1.3% hits | AID 639, 2007; in the data active means activity above about 200%;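 further: binding measured in presence of low estradiol as agonist stimulus; 0% = peptide alone without receptor and 100% = receptor with peptide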
ERb SRC1 inh = inhibitors of ERβ-SRC1 coactivator interaction, primary screen, biochemical, TR-FRET, ERβ LBD, SRC-1 peptide; TR-FRET ER-beta LBD / SRC1-Cy5 peptide binding; receptor agonist-loaded with 1 µM estradiol; 86,000 compounds, 1.3% hits; inhibition, % at 25.6 µM;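 active means compounds whose percent inhibition of the receptor-coactivator binding signal exceeds about 50% in the single-dose screen, limit read from the data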;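 further: 0% = receptor plus peptide wells without compound and 100% = peptide-only wells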
PLK1 inh = human PLK1 kinase inhibitors, primary screen, biochemical, TR-FRET; Serine/threonine-protein kinase PLK1 (Homo sapiens), P53350; recombinant PLK1 kinase, TR-FRET peptide phosphorylation; inhibition, % at 10 µM; 97,000 compounds, 0.53% hits; AID 619, 2007;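 active means inhibition of 50% or more in the single-concentration screen; inactive means inhibition below 50%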;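 further: 0% = DMSO max control and 100% = H-89 dihydrochloride min control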
CD11b adhes enh = enhancers of CD11b/CD18 adhesion to fibrinogen, primary screen, K562 cells, luminescence | Integrin beta-2 (Homo sapiens) + Integrin alpha-M (Homo sapiens), P05107+P11215 | ATPlite luminescence | activation, % at 10 µM | 93,000 compounds, 0.07% hits | AID 1499, 2009;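 active means 10 µM primary screen giving 50% or more activity, confirmed by 40% or more on retest at that dose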; further: strong numbers were not always called active
Target sequence (P05107 whole entry, looked up, other chains not shown): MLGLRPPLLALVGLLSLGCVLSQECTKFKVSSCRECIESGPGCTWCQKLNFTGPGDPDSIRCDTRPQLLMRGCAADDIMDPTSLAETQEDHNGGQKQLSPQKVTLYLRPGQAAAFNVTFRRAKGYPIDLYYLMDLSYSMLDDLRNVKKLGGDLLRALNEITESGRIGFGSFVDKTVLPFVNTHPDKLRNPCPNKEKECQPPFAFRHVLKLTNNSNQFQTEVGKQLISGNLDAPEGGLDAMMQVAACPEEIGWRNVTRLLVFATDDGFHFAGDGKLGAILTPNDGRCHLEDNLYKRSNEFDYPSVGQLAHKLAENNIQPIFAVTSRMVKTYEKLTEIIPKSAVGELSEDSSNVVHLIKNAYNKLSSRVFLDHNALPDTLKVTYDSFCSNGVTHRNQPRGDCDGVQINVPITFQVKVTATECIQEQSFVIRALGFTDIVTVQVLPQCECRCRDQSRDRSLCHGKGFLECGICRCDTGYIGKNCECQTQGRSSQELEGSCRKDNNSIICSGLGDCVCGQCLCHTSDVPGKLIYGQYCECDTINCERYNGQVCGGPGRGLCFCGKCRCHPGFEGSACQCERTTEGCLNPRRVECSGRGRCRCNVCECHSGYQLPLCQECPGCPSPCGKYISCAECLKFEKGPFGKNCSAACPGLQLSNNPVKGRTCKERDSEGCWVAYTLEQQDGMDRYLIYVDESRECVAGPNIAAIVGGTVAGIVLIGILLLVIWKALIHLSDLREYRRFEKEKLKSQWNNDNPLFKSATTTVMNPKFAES
ERa SRC1 inh = ERα–SRC-1 coactivator interaction inhibitors, primary screen, biochemical, TR-FRET, ERα LBD, estradiol-bound. Estrogen receptor (Homo sapiens), P03372. TR-FRET ER-alpha LBD / SRC-1 peptide. inhibition, % at 25.6 µM. 86,000 compounds, 1.7% hits. AID 629, 2007; in the data active means inhibition above about 50%;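 further: 0% = receptor plus peptide control and 100% = peptide only without receptor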
HIV Rev-RRE inh = HIV-1 Rev-RRE binding inhibitors, primary screen, biochemical, FRET, protein-RNA interaction. Rev peptide-RRE RNA binding. inhibition, % at 8 µM. 97,000 compounds, 0.79% hits;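 active means inhibition above the screen-wide mean plus 3 SD, cut at about 35% in these data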;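 further: 0% = median DMSO wells and 100% = median Neomycin B control wells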
Target sequence (P05866 whole entry, looked up): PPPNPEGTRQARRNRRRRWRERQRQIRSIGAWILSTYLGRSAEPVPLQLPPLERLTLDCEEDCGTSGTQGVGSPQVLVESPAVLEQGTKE
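Test system – labelled RRE RNA duplex and labelled Rev peptide · Signal – fluorescein-to-Cy5 FRET, 480 nm excitation · Evaluation – % inhibition of FRET ratio versus controls · Benchmarks – DMSO low control, neomycin B high control · Incubation – 5 min RNA-compound premix plus 15 min binding step, 25 °C · Medium – HEPES pH 7.5 salt buffer with EDTA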
Plk1 PBD FP = Plk1 polo box domain binding inhibitors, primary screen, biochemical, fluorescence polarization; inhibition, %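 (tested at about 20 µM)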; 97,000 compounds, 0.13% hits; Serine/threonine-protein kinase PLK1 (Homo sapiens), P53350; Plk1 PBD phosphopeptide binding; in the data active means inhibition above about 34%, passing the limit was not always enough
CD11b adhes inh = inhibitors of CD11b/CD18 adhesion to fibrinogen, primary screen, K562 cells, luminescence | Integrin beta-2 (Homo sapiens) + Integrin alpha-M (Homo sapiens), P05107+P11215 | ATPlite luminescence; Mn2+ added to activate the integrin | inhibition, % at 10 µM | 93,000 compounds, 0.54% hits;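 active means primary inhibition of 50% or more at 10 µM, then 40% or more on retest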; further: some results filed as inactive read as strong as hits
FAK blocker = FAK kinase inhibitors, primary screen, biochemical; Focal adhesion kinase 1 (Homo sapiens), Q05397; biochemical FAK kinase activity assay; inhibition, %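 (tested at 7 µM)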; 97,000 compounds, 0.84% hits; AID 727, 2007; in the data active means inhibition above about 19%;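 further: 0% = DMSO and 100% = reference compound high control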
An asterisk follows results filed as active; / = not tested or not shown; [ ] = remark or other dose.

SMILES	ERa coact pot	ERb SRC1 inh	PLK1 inh	CD11b adhes enh	ERa SRC1 inh	HIV Rev-RRE inh	Plk1 PBD FP	CD11b adhes inh	FAK blocker
CCOc1ccc(-c2nc(C#N)c(N3CCCCCC3)o2)cc1	90[fluorescence artefact?]	-9	-7	1	-4	13	0	26	16
Cc1cccc(N2C(=O)NC3(CCCCC3)C2=O)c1	100	-19	4	-2	-15	-1	1	0	3
CN(C)CCCN1C(=O)C(=O)/C(=C(/O)c2ccc(OCc3ccccc3)cc2)C1c1cccnc1 (stereo not drawn)	105	1[fluorescence artefact?]	/	-1	5[fluorescence artefact?]	/	/	-1	/
CCCCN(C)C(=O)Cn1cnc2sc(C)cc2c1=O	153	-6[fluorescence artefact?]	-10	0	2[fluorescence artefact?]	8	-9	4	2
Cc1nc(NC(=O)CC(C)C)sc1-c1csc(Nc2ccc(Cl)cc2)n1	/	/	-17	/	/	1	11	/	3
N#Cc1nc(-c2ccccc2F)oc1NCCN1CCOCC1	112	-10	-5	3	-7	3	8	-15	2
O=C(N/N=C\c1ccc(CN(Cc2ccc(Cl)cc2)S(=O)(=O)c2ccccc2)o1)C(=O)Nc1ccc(F)cc1	/	/	-15	-4	/	7	2	-5	-2
CCOC(=O)c1ccccc1NC(=O)/C=C/c1cc(OC)c(OC)c(OC)c1	137[fluorescence artefact?]	14	-8	0	9	7	20	2	0
CCOC(=O)C1=C(CC)Nc2ccccc2N=C1NC(=O)c1ccc(S(=O)(=O)N(C)C)cc1	55	40	-29	1	34	8	6	-1	2
COc1ccc(OCCCn2c(=O)oc3ccccc32)cc1	86	30	-5	/	18	11	9	/	-1
COC(=O)/C(=C/Nc1cccc2ccccc12)[N+](=O)[O-]	107	3	-8	-3	-7	7	10	-26	-2
COc1cc(C(=O)Nc2ccc3c(c2)OCCO3)ccc1OC(C)C	110	0[fluorescence artefact?]	0	-1	-4	4	-9	-6	-2
CCS(=O)(=O)Nc1ccc(C(=O)c2ccccc2)cc1	111	-13	-7	/	-3	3	-21	/	-2
CCN(CC)S(=O)(=O)c1ccc(Cl)c(C(=O)N2CCc3ccccc32)c1	91	-9	-4	0	-3	12	14	38	-1
O=C(Nc1ccc(OCC(F)(F)C(F)F)c(C(F)(F)F)c1)c1ccc(Cl)cc1	/	/	3	/	/	25	-13	/	-3
Cc1ccc(Cn2nnc3c(=O)[nH]c(C(=O)NCc4ccco4)nc32)cc1	88	-9	/	-4	-10	/	/	37	/
Cc1cc2nnc(SC3CCOC3=O)n2c2ccccc12 (stereo not drawn)	94	27	/	3	11	/	/	-11	/
Clc1ccccc1CSC1=NCCCN1	112[fluorescence artefact?]	-6	5	-3	1	14	9	4	-4
COc1cc2cc(C(c3nnnn3C3CCCC3)N(C)C3CCCCC3)c(=O)[nH]c2cc1OC (stereo not drawn)	97	1	-50	/	30	11	9	/	2
Cc1cc(C)nc(N2CCC(C(=O)Nc3ccc(Oc4ccccc4)cc3)CC2)n1	124	-6	11	24	4	5	18	-13	-8
CCOC(=O)N1CCC(N2C(=O)c3ccc(C(=O)NCc4ccc(F)cc4)cc3C2=O)CC1	120	12	/	0	15	/	/	-11	/
COc1ccc(C2=CSC(/N=C/c3ccc(F)cc3)=NN2)cc1	54[fluorescence artefact?]	-7[fluorescence artefact?]	3	/	-1	2	-4	/	-1
Cn1c(SCC(=O)NCC2CCCO2)nc2c([nH]c3ccccc32)c1=O (stereo not drawn)	/	/	-2	/	/	6	-24	/	6
Cc1n[nH]c(C)c1S(=O)(=O)N1CCN(C2CCCCC2)CC1	90	-2	-10	-2	-4	5	0	10	-1
Cc1nc2scc(-c3ccco3)c2c(=O)n1/N=C/N(C)C	72	43	-5	0	27	8	-29	-5	-4
Cc1ccc(Cn2c(CN(C)Cc3ccccc3)nc3c2c(=O)n(C)c(=O)n3C)cc1	104	4	-8	3	4	0	12	1	5
NC(=O)CN1C(=O)C2CCCCN2C(=O)c2ccccc21 (stereo not drawn)	131	-9	-14	-1	-5	14	1	-13	4
O=C(O)CC1Sc2nc3ccccc3n2C1=O (stereo not drawn)	91	6	-9	-2	5	4	17	9	-2
CCOC(=O)CN(C(=O)CNC(=O)c1cccs1)C(C(=O)NC1CCCCC1)c1cccnc1 (stereo not drawn)	108	-10	-13	/	-11	-1	29	/	1
NC(=O)c1ccc(-n2nnnc2SCc2ccc(F)cc2)cc1	99	5[fluorescence artefact?]	7	1	9[fluorescence artefact?]	3	-10	1	0
CCCn1c(Sc2nnnn2-c2ccccc2)n[nH]c1=O	109	7	29	1	1[fluorescence artefact?]	6	-14	-2	4
COc1ccccc1N1CCN(c2cc(=O)n(-c3ccc(Cl)cc3)c(=O)[nH]2)CC1	108	-7[fluorescence artefact?]	/	-4	0	/	/	2	/
Cc1sc2ncnc(SCC(=O)N3CCC(c4noc5ccc(F)cc45)CC3)c2c1C	170[fluorescence artefact?]	25	-19	-3	4[fluorescence artefact?]	6	-17	-5	4
CCOc1cc(-c2noc(N)c2C#N)cc(OCC)c1OCC	/	/	-11	/	/	11	-21	/	7
Cc1ccc(-c2nc3ccccc3n3c(C)nnc23)cc1	/	/	-21	-4	/	5	6	-1	0
COc1ccc(C2C=C(c3ccccc3)Nc3nc(NC(C)=O)nn32)cc1 (stereo not drawn)	98	0	-5	3	-2[fluorescence artefact?]	42*	5	21	3
O=C(Nc1ccc(Cl)cc1)NC1CCS(=O)(=O)C1 (stereo not drawn)	144	2[fluorescence artefact?]	-5	-2	5	5	9	-2	5
CS(=O)(=O)NCCCNc1c(Cl)cccc1[N+](=O)[O-]	105	-3	-10	0	-3	8	6	1	-3
O=C(CCCCCN1C(=O)c2ccccc2C1=O)Nc1ccc(S(=O)(=O)N2CCCCC2)cc1	98	2[fluorescence artefact?]	-10	-3	11[fluorescence artefact?]	18	-1	-4	0
O=C(CN1CCN(Cc2ccc(Cl)cc2)C1=O)NCCCN1CCOCC1	123	17[fluorescence artefact?]	-2	6	2[fluorescence artefact?]	-3	-4	-12	-1

Arranged by the number under ERb SRC1 inh (smallest number first): four of the compounds above
SMILES	ERa coact pot	ERb SRC1 inh	PLK1 inh	CD11b adhes enh	ERa SRC1 inh	HIV Rev-RRE inh	Plk1 PBD FP	CD11b adhes inh	FAK blocker
Cc1cccc(N2C(=O)NC3(CCCCC3)C2=O)c1	100	-19	4	-2	-15	-1	1	0	3
CCN(CC)S(=O)(=O)c1ccc(Cl)c(C(=O)N2CCc3ccccc32)c1	91	-9	-4	0	-3	12	14	38	-1
Cc1cc(C)nc(N2CCC(C(=O)Nc3ccc(Oc4ccccc4)cc3)CC2)n1	124	-6	11	24	4	5	18	-13	-8
Cc1nc2scc(-c3ccco3)c2c(=O)n1/N=C/N(C)C	72	43	-5	0	27	8	-29	-5	-4

(cont.)
SMILES	ERa coact pot	ERb SRC1 inh	PLK1 inh	CD11b adhes enh	ERa SRC1 inh	HIV Rev-RRE inh	Plk1 PBD FP	CD11b adhes inh	FAK blocker
NC(=O)CSc1nc(N)c2c3c(sc2n1)CCCCC3	128	1	/	-6	14	/	/	-2	/
Cc1ccc(Oc2nc3c(c(=O)n(Cc4ccccc4F)c(=O)n3C)n2C)cc1	104	-12[fluorescence artefact?]	-7	/	-13	16	0	/	1
COc1ccc(NC(=O)CC(C)(C)C)c([N+](=O)[O-])c1	/	/	-2	0	/	10	2	-6	5
COc1ccc(CNC(=O)c2ccc(S(=O)(=O)N3CCCC3)cc2)cc1OC	115[fluorescence artefact?]	-13	-4	-1	-6	7	0	8	-1
Cc1cc(C)c(C#N)c(SCC(=O)OC2CCCCC2)n1	95	-5	/	8	5	/	/	-16	/
CSc1nsc(SC)c1NC(=O)OCCc1ccccn1	117	-2	-13	-8	2	-1	22	5	0
Cc1nc2cc(-c3ccc(Cl)cc3)nn2c(C)c1CCC(=O)NCc1ccco1	128	5[fluorescence artefact?]	8	2	7	7	0	6	-3
CCCCN(CCCC)c1nc2ccccc2nc1NS(=O)(=O)c1ccc(NC(C)=O)cc1	124	16[fluorescence artefact?]	-67	1	12	3	-32	-8	-3
CC(=O)N1CCN(c2ccc(NCc3ccc(F)cc3)cc2)CC1	91[fluorescence artefact?]	6	2	-2	11[fluorescence artefact?]	-3	-41	2	1
CCCSc1nsc(N)n1	/	/	-3	-3	/	8	-7	-10	-4
Cc1cc(C)n2nc(C(=O)Nc3nnc(C4CC4)s3)nc2n1	104	-5	-12	-3	-4	-2	6	13	2
O=C1/C(=C\c2ccco2)SC(=S)N1Cc1ccccc1	/	/	-4	/	/	1	-16	/	3
CN1CCN(C(=O)Cn2c(=O)oc3cc(S(=O)(=O)NCc4ccccc4)ccc32)CC1	123	-8	1	2	-8	4	-8	-16	-3
COC(=O)CCC(=O)Nc1sc2c(c1C#N)CCCC2	95	4[fluorescence artefact?]	2	2	7[fluorescence artefact?]	-2	15	30	0
Cc1c(C(=O)O)oc2ccc(S(=O)(=O)N3CC(C)CC(C)C3)cc12 (stereo not drawn)	112	-4	/	4	2	/	/	-39	/
CC(=O)Nc1ccc(S(=O)(=O)N2CCCC2C(=O)O)cc1 (stereo not drawn)	107	-4	-3	-1	-5	8	15	10	1
O=C(CSc1ncn(-c2ccccc2)n1)Nc1nc2c(s1)CCCC2	74[fluorescence artefact?]	44[fluorescence artefact?]	-3	13	50	4	-8	1	6
COc1ccc(N(CC(=O)O)S(C)(=O)=O)cc1OC	114	-16[fluorescence artefact?]	-10	10	-17	5	-5	-15	0
Cc1ccc(C(=O)NNC(=S)Nc2cccc3ccccc23)s1	/	/	-8	-3	/	3	15	13	0
Cc1ccc(NC(=O)C2CCCN(S(=O)(=O)c3c(C)noc3C)C2)nc1 (stereo not drawn)	/	/	-9	0	/	-2	25	-16	-1
CCCc1cc(-n2cnc3ccccc32)n2c(nc3ccccc32)c1C#N	111	-6	-7	-3	-7	23	-10	-3	-1
CCc1ccccc1NC(=O)c1cc(C2CC2)on1	88	8	-9	-2	5	/	-18	-5	/
CCOc1ccc(C(=O)Nc2ccccc2N2CCOCC2)cc1	120	-11	-3	/	-6	5	-19	/	0
Nc1nc(NCc2ccccc2)nc(-c2ccccc2)n1	100	3	-5	11	19[fluorescence artefact?]	0	-4	0	2
O=C(CCC(=O)c1cccs1)OCC(=O)c1ccc(Cl)s1	100	0	/	-3	3	/	/	6	/
CCOc1ccc(/C(O)=C2/C(=O)C(=O)N(CCOCCO)C2c2cccnc2)cc1 (stereo not drawn)	113	2[fluorescence artefact?]	-3	2	4[fluorescence artefact?]	5	11	-4	-3
CCSc1cc(C)nc2c(-c3ccccc3)c(C)nn12	92[fluorescence artefact?]	-13	-3	0	-5	8	-14	-10	0
COc1cccc(N=C2SC(C(=O)Nc3ccc(F)cc3)CC(=O)N2C)c1 (stereo not drawn)	93	4	-2	4	-1	9	12	-14	4
